Assay outcomes as filed in PubChem.
PPARg SRC1 recr: agonists of human PPARgamma SRC-1 coactivator recruitment | P37231 | PPARgamma-SRC-1 coactivator recruitment biochemical assay | activation, % at 8 µM | 200,000 tested, 0.41% active | AID 631; in the data active = activation above about 19%;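 note: 0% = DMSO and 100% = reference agonist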
Target sequence (P37231 whole entry, looked up): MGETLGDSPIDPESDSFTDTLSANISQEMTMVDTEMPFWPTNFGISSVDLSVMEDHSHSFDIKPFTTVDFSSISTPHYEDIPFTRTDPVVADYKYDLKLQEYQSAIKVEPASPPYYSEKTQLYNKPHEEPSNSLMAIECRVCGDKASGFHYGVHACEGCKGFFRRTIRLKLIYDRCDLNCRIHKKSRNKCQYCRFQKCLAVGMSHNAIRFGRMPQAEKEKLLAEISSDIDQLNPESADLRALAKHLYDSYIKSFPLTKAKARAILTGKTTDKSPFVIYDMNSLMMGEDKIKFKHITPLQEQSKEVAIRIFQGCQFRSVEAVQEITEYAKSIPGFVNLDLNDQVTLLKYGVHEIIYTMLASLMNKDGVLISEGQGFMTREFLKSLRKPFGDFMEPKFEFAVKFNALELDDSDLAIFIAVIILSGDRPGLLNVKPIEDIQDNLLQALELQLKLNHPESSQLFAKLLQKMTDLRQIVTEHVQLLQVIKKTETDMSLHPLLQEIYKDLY
TNAP act hi DEA: activators of human TNAP at high phosphate acceptor concentration. P05186. purified TNAP, CDP-star luminescence, 1 M DEA, 30 min; hits give high values; 0 = EDTA background, 1 = DMSO-only activity. activation factor at 20 µM. 200,000 tested, under 10 active. AID 1136;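 active = activation factor at least 2 at 20 µM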
Target sequence (P05186 whole entry, looked up): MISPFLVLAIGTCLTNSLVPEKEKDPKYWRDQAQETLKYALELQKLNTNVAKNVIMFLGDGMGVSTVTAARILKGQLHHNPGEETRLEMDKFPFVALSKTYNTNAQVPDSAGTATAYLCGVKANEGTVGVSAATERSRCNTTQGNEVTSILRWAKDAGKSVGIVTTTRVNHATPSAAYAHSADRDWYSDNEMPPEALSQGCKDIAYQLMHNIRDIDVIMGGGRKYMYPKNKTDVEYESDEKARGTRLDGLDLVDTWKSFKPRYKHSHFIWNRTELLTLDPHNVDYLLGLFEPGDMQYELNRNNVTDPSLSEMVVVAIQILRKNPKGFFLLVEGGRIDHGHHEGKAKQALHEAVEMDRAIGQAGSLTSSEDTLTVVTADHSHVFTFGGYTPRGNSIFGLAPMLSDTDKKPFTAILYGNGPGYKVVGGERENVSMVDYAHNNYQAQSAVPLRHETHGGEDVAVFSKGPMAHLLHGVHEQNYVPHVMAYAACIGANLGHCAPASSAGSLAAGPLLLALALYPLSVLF
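Measured by: Luminescent substrate turnover signal | Test system: Human TNAP | Input: TNAP 1/800 final | Dosing: 20 µM single point | Schedule: 30 min, room temperature | Controls: EDTA wells as negative control, DMSO wells as positive control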
Efa HMGR inh: E. faecalis class II HMG-CoA reductase inhibition; AID 1066; purified E. faecalis HMGR, NADPH absorbance 340 nm kinetic; 190,000 tested, 0.41% active; inhibition, % at 10 µM;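 active = inhibition above a set limit, the median over all tested compounds plus 3 SD, cut at about 9.5% in these data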;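 note: enzyme runs in reverse so mevalonate oxidation gives rising NADPH absorbance; 0% = complete reaction with DMSO and 100% = background rate lacking mevalonate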
TR-FRET SRC-2 ct: TR-FRET artefact, counter-screen to PPARgamma/SRC-2 agonist assay; hits give high values; TR-FRET ratio at 8 µM; 200,000 tested, 0.4% active; in the data active = TR-FRET ratio above about 2000; note: inactives centre near 1500
TNAP inh hiacc: inhibitors of human TNAP at high phosphate acceptor concentration; P05186; purified TNAP, CDP-star luminescence, 1 M DEA; inhibition, % at 20 µM; 200,000 tested, 0.03% active; AID 1135;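 active = over 50% inhibition of tissue-nonspecific alkaline phosphatase at 20 µM in the single-dose screen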;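 note: plate controls were DMSO wells for no effect and EDTA-quenched wells as full inhibition for full effect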
bIAP activator: intestinal alkaline phosphatase (bovine) activation | purified bovine IAP, CDP-star luminescence, 30 min; hits give high values; fold of DMSO-control signal, blank-subtracted | activation factor at 20 µM | 200,000 tested, 0.17% active | AID 1016;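 active = activation factor of 2 or more at 20 µM, a signal rise over negative controls twice the positive control's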
PPARg SRC-2 ag: PPARgamma-driven SRC-2 recruitment agonism; P37231; PPARgamma LBD-SRC-2 recruitment, biochemical; activation, % at 8 µM; 200,000 tested, 0.34% active; AID 1032; in the data active = activation above about 22%;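 note: 0% = vehicle and 100% = reference agonist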
bIAP inhibitor: blocks bovine intestinal alkaline phosphatase activity; purified bovine IAP, CDP-star luminescence, 30 min; inhibition, % at 20 µM; 190,000 tested, under 10 active; AID 1019;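 active = over 50% inhibition of intestinal alkaline phosphatase at 20 µM in the single-dose screen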
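System: purified bovine intestinal alkaline phosphatase (IAP) enzyme; Input: IAP diluted 1/65,000,000 in the well; Measured by: CDP-star luminescence signal; Compound dosing: 20 µM single dose; Incubation: 30 min reaction at room temperature.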
PPARg SRC-3 ag: PPARgamma-driven SRC-3 recruitment agonism | P37231 | biochemical PPARgamma/SRC-3 coactivator recruitment assay | activation, % at 8 µM | 200,000 tested, 0.26% active; in the data active = activation above about 23%;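 note: 0% = DMSO and 100% = reference agonist; some compounds past the cut are filed as inactive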
TNAP inh no acc: TNAP (human) inhibition, acceptor-free conditions | purified TNAP, CDP-star luminescence, 30 min | inhibition, % at 20 µM | 200,000 tested, 0.26% active | AID 1012;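 active = tissue-nonspecific alkaline phosphatase inhibition above about 50% at 20 µM in the single-dose screen, limit read from the data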;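 note: 0% = DMSO negative control and 100% = EDTA positive control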
Numbers without * were called inactive.

SMILES	PPARg SRC1 recr	TNAP act hi DEA	Efa HMGR inh	TR-FRET SRC-2 ct	TNAP inh hiacc	bIAP activator	PPARg SRC-2 ag	bIAP inhibitor	PPARg SRC-3 ag	TNAP inh no acc
O=S(=O)(CCN1CCN(C(c2ccccc2)c2ccccc2)CC1)C(F)(F)F	3	1	0	1690	-4	0.9	7	5	7	7
CCOC(=O)c1sc2nccc(N(C)C)c2c1N=CN(C)C	4	1	4	1529	-1	0.9	7	5	27*	-6
CCN(C(=O)Cc1ccc(Br)cc1)C1CCCCC1	-4	1	-5	1401	-4	0.9	-4	11	-16	-10
CN(C)c1nc(N)nc(CSc2nnnn2-c2cccc3ccccc23)n1	-1	1.1	0	1615	-6	1	4	4	-2	-5
O=C(CN(Cc1ccc(F)cc1)S(=O)(=O)c1ccccc1)N1CCCCC1	-3	1	-8	1444	-4	1	-3	4	-5	-10
Cn1c(CCNC(=O)c2ccccc2Cl)n[nH]c1=S	-4	0.9	-6	1341	6	0.9	-2	6	-4	10
Cc1ccc(C(=O)NC(C)(COc2nonc2C)COc2nonc2C)cc1	-2	1	-2	1553	0	1	4	-2	6	-8
C=CCNC(=S)N1CCC(C(N)=O)CC1	7	1	-6	1669	-2	1.2	10	-16	0	-10
Cc1ccc(C(O)CN2C3=NCCCN3c3ccccc32)cc1 (stereo not given)	-6	1	-6	1301	-2	0.7	-10	28	8	-10
Cn1cc(-c2nnc(-c3ccccc3)o2)c2ccccc21	6	1.1	-6	1601	-5	1	-5	-5	1	3
Cc1sc2nc(SCC(=O)NCc3ccco3)n(Cc3ccccc3)c(=O)c2c1C	6	1	-2	1549	0	1	7	0	8	-15
CC(=O)N1CCc2cc(S(=O)(=O)NC(Cc3ccccc3)C(=O)NC3CCCCCC3)ccc21 (stereo not given)	-4	1.1	0	1410	-9	1	-8	-4	-9	-22
N#CCN1C(=S)N=C(Nc2cccc(Cl)c2)C12CCCCC2	0	1	-1	1648	2	1	-3	-2	0	0
CC1CCCN(C(=O)c2ccc3c(=O)n(Cc4ccc5c(c4)OCO5)c(=S)[nH]c3c2)C1 (stereo not given)	15	1.1	2	1650	-5	1.1	4	-8	12	-10
CC(Oc1ccc(Cl)cc1Cl)C(=O)NC(=S)N1CCc2ccccc21 (stereo not given)	-2	1	-4	1457	-4	1.1	2	-5	-4	-13
O=C(CSc1nnc(-c2cnccn2)n1Cc1ccco1)c1ccc(Cl)cc1	-1	1	-1	1546	3	0.9	3	11	8	-5
CC(=O)OC(C(=O)NC1CCCCC1)c1ccc(Cl)cc1 (stereo not given)	8	1.1	-10	1623	-9	0.9	9	6	6	-9
Cc1nc2ccccc2nc1SCC(=O)N1CCC(C)CC1	13	1	-5	1752	-1	1	18	-1	22	-7
CCOC(=O)c1sc(=NC(=O)c2ccc(S(=O)(=O)N3CC(C)OC(C)C3)cc2)n(C)c1C (stereo not given)	2	1	-5	1516	-3	1	-6	1	-10	-3
COc1ccc(CCNC(=O)CSc2nnnn2C)cc1OC	5	1	-6	1768	0	1	16	4	3	-4
N#Cc1c(N)[nH]c(=S)c(C#N)c1-c1ccccc1	5	1	4	1649	-5	1	2	2	5	-10
COc1ccc(Nc2ncc3c(n2)CC(c2ccc(C)cc2)CC3=O)cc1 (stereo not given)	2	1	-1	1489	-3	1	2	5	0	-4
COc1nc2ccc(C)cc2cc1-c1noc(-c2cccnc2)n1	-1	1	-12	1736	1	1	-1	0	9	-7
COc1ccc(CCNC(=O)C2CCN(S(=O)(=O)c3ccc(OC)c(OC)c3)CC2)cc1	10	1	-4	1635	-4	1	10	-2	5	-12
Cc1ccc(S(=O)(=O)N/N=C/c2cccn2-c2ccc(Cl)cc2)cc1	3	1	-1	1605	-1	1	13	-1	0	-4

The results go on.
SMILES	PPARg SRC1 recr	TNAP act hi DEA	Efa HMGR inh	TR-FRET SRC-2 ct	TNAP inh hiacc	bIAP activator	PPARg SRC-2 ag	bIAP inhibitor	PPARg SRC-3 ag	TNAP inh no acc
O=C(NC1CC2CCC1C2)C1CCN(S(=O)(=O)c2ccc(-c3nn[nH]n3)cc2)CC1 (stereo not given)	-6	1	1	1580	-4	0.9	0	5	3	-11
Cc1ccc(S(=O)(=O)NC(C)CCc2ccccc2)cc1 (stereo not given)	1	1.1	-2	1655	-7	0.7	-1	32	5	-6
Cc1c(C(=O)O)oc2c1C(=O)CC(C)(C)C2	1	1	5	1642	2	1	0	0	0	-1
Cc1n[nH]c(=S)n1/N=C/c1ccc(OCc2ccc(Cl)cc2Cl)cc1	2	1	-1	1564	3	1	-3	4	5	19
COc1cc(NC(=O)c2cc(-c3cccc(O)c3)on2)cc(OC)c1OC	2	1	3	1640	-4	0.9	6	14	-6	-3
COC(=O)C1=NN[C@H](C(=O)OC)[C@H]1c1ccccc1	1	1	4	1592	-2	1	2	4	-1	-5
Cc1ncc([N+](=O)[O-])n1CCOC(=O)NC(NCc1ccccc1)C(Cl)(Cl)Cl (stereo not given)	5	1.1	-3	1581	-6	1	1	-2	2	-8
O=S(=O)(NCCc1nnc2ccc(SCc3cccnc3)nn12)c1ccccc1	2	1	-3	1666	-3	1	-3	0	3	-13
O=C1CSC(c2cccc([N+](=O)[O-])c2)N1c1c(F)cccc1F (stereo not given)	-7	1	1	1553	2	1	-2	3	0	-8
Cc1nnnn1-c1ccc(CC(=O)O)cc1	0	1	-5	1536	-2	1	5	-4	3	-5
CC(C)c1cc(NC(=O)c2ccccc2)cc(C(C)C)c1O	5	1	3	1441	-2	1	7	1	4	-12
C=CCN(CC=C)S(=O)(=O)c1ccc2nc(NC(=O)C3CCCO3)sc2c1 (stereo not given)	2	1	5	1567	-1	1	-7	0	0	-20
Cc1ccc2[nH]c3c(NCCN4CCOCC4)ncnc3c2c1	3	1.1	-6	1370	-6	1	-4	-4	-6	-18
CCc1nc(N2CCOCC2)c(C#N)c2c1COC(C)(C)C2	9	1	-5	1482	-2	1	10	-5	2	8
C/C(=N\NC(=S)NC1CCCCC1)c1cccs1	12	1.1	-2	1771	-7	1	5	-3	-1	-57
CC1(C)SC(=S)N(NC(=O)Nc2ccccc2)C1N(O)C(=O)Nc1cccc2ccccc12 (stereo not given)	-3	1	-2	1438	3	1	-8	-3	-6	-17
CN(C(=O)CSc1nnc(NCc2ccccc2)s1)C1CCS(=O)(=O)C1 (stereo not given)	-4	1	-1	1628	-4	1	1	-5	2	4
Cc1ccc(-c2csc3ncn(CC#N)c(=O)c23)cc1	0	1.1	-2	1476	-6	0.9	-4	5	-1	-1
Cc1ccc(-n2c(C)cc(/C=N/Nc3ccc([N+](=O)[O-])cn3)c2C)c(C)c1	1	0.8	-2	1493	20	0.7	-8	32	-3	26
COc1cccc(-c2onc3ccc(C4(C)OCCO4)cc23)c1	19	1	-8	1549	-4	1	9	1	2	-8
COc1cc(/C=C/C(=O)N(Cc2ccccc2)c2ccccn2)cc(OC)c1OC	-1	1	-6	1582	3	0.9	7	12	5	-2
COCCNC(=S)NNc1cccc(C(=O)O)c1	-5	1	-2	1467	-4	0.9	6	11	-2	-14
CCC(C)NC(=O)N[C@@H](CCSC)C(=O)O (stereo not given in full)	-1	1.1	-1	1565	-6	0.9	5	8	-1	-15
CCCn1c(CCc2ccccc2)n[nH]c1=S	3	1.1	3	1327	-6	0.7	0	34	1	0
O=C(O)c1ccc2c(c1)-c1nc3ccccc3n1C2=O	-1	1	-4	1581	-4	1	1	0	5	-3
COc1ccc(C(=O)/C=C/Nc2c(C)n(C)n(-c3ccccc3)c2=O)cc1OC	-3	1	0	1453	-4	1	9	4	1	-13
CC(C)Cc1nc(SCc2cccnc2)c2c(=O)n(C)c(=O)n(C)c2n1	12	1	-2	1714	-2	1	15	4	4	-8
O=C(c1cccs1)N1CCN(Cc2ccccc2[N+](=O)[O-])CC1	-5	1	3	1396	-4	0.9	-8	10	-3	-12
CC1(C)CC(N=c2cc(-c3ccccc3)oc3ccc(Cl)cc23)CC(C)(C)N1	12	1	-2	1671	-2	1.1	11	-9	4	-1
O=c1[nH]c(CSc2ccccn2)nc2c1oc1ccccc12	2	1.1	-10	1513	-6	1	4	5	6	-22

Whole records from above.
C/C(=N\NC(=S)NC1CCCCC1)c1cccs1 is entered as PPARg SRC1 recr: 12; TNAP act hi DEA: 1.1; Efa HMGR inh: -2; TR-FRET SRC-2 ct: 1771; TNAP inh hiacc: -7; bIAP activator: 1; PPARg SRC-2 ag: 5; bIAP inhibitor: -3; PPARg SRC-3 ag: -1; TNAP inh no acc: -57
Cc1ccc(-n2c(C)cc(/C=N/Nc3ccc([N+](=O)[O-])cn3)c2C)c(C)c1 is entered as PPARg SRC1 recr: 1; TNAP act hi DEA: 0.8; Efa HMGR inh: -2; TR-FRET SRC-2 ct: 1493; TNAP inh hiacc: 20; bIAP activator: 0.7; PPARg SRC-2 ag: -8; bIAP inhibitor: 32; PPARg SRC-3 ag: -3; TNAP inh no acc: 26

Compounds above that have a Cl atom (9):
SMILES	PPARg SRC1 recr	TNAP act hi DEA	Efa HMGR inh	TR-FRET SRC-2 ct	TNAP inh hiacc	bIAP activator	PPARg SRC-2 ag	bIAP inhibitor	PPARg SRC-3 ag	TNAP inh no acc
Cn1c(CCNC(=O)c2ccccc2Cl)n[nH]c1=S	-4	0.9	-6	1341	6	0.9	-2	6	-4	10
N#CCN1C(=S)N=C(Nc2cccc(Cl)c2)C12CCCCC2	0	1	-1	1648	2	1	-3	-2	0	0
CC(Oc1ccc(Cl)cc1Cl)C(=O)NC(=S)N1CCc2ccccc21 (stereo not given)	-2	1	-4	1457	-4	1.1	2	-5	-4	-13
O=C(CSc1nnc(-c2cnccn2)n1Cc1ccco1)c1ccc(Cl)cc1	-1	1	-1	1546	3	0.9	3	11	8	-5
CC(=O)OC(C(=O)NC1CCCCC1)c1ccc(Cl)cc1 (stereo not given)	8	1.1	-10	1623	-9	0.9	9	6	6	-9
Cc1ccc(S(=O)(=O)N/N=C/c2cccn2-c2ccc(Cl)cc2)cc1	3	1	-1	1605	-1	1	13	-1	0	-4
Cc1n[nH]c(=S)n1/N=C/c1ccc(OCc2ccc(Cl)cc2Cl)cc1	2	1	-1	1564	3	1	-3	4	5	19
Cc1ncc([N+](=O)[O-])n1CCOC(=O)NC(NCc1ccccc1)C(Cl)(Cl)Cl (stereo not given)	5	1.1	-3	1581	-6	1	1	-2	2	-8
CC1(C)CC(N=c2cc(-c3ccccc3)oc3ccc(Cl)cc23)CC(C)(C)N1	12	1	-2	1671	-2	1.1	11	-9	4	-1
